RXFP1 ag: RXFP1 (human) receptor agonism. Q9HBX9. HEK293T-RXFP1 cAMP TR-FRET, 30 min; response scale: percent of porcine relaxin response, buffer zero. Potency, µM (titrated, usually from 57.5 µM), for inactives: at the highest dose activation, actives largely listed as activators. 0.3% of 370,000 active. AID 2676; also: potency is read from the fitted curve at half-maximal effect; % is scaled to controls: 0 for no effect and ±100 for the full control effect; nearly all actives have a fitted effect of over 60% in size; many of its hits are not listed in these tables
Target sequence (Q9HBX9 whole entry, looked up): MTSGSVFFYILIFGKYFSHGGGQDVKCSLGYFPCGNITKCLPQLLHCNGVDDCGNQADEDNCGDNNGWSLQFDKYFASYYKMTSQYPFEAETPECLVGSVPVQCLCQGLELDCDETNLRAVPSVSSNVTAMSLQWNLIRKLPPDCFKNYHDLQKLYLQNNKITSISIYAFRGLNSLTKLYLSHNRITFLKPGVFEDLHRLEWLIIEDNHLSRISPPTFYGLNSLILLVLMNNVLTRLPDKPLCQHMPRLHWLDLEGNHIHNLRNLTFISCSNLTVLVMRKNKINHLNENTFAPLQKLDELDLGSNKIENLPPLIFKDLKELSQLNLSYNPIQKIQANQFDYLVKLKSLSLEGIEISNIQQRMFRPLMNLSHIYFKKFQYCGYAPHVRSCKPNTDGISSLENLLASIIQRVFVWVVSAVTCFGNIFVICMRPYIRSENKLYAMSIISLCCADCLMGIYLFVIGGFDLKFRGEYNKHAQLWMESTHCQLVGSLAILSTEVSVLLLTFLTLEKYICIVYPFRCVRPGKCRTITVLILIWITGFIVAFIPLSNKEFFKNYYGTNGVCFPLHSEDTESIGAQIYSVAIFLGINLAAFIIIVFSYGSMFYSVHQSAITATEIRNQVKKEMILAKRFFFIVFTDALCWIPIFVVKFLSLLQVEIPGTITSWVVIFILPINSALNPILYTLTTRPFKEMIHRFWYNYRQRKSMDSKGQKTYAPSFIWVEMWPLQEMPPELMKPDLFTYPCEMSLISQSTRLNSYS
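Agonist response is measured as cAMP accumulation in an RXFP1-transfected HEK293T line under PDE4 inhibition. Values are scaled between buffer-only and 29 nM porcine relaxin, and EC50s come from standard Hill equation fits.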
D2 potentiator: positive allosteric modulators of human D2 dopamine receptor | HEK293 T-REx D2, calcium flux, EC20 dopamine potentiation | P14416 | potentiation, % at 10 µM | 0.34% of 340,000 active | AID 485347;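 active = potentiation over 3 SD above the plate norm, cut at about 30% in these data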; also: 0% is about no effect
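Potentiation of an EC20 dopamine calcium response is measured in a force-coupled, tetracycline-inducible Hek293 Trex D2 line. Compound-only kinetic reads over 180 s flag agonists before dopamine addition.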
D1 PAM: potentiators of human D1 dopamine receptor; P21728; HEK293 TREx D1 cells, calcium flux, dopamine EC20 potentiation; potentiation, % at 10 µM; 0.036% of 360,000 active; in the data active = potentiation above about 30%; also: 0% is about no effect
LDHA inh: blocks human lactate dehydrogenase A; P00338; purified LDHA, NADH/diaphorase-resazurin fluorescence; hits give low values; activity change, % (values are at about 110 or 230 µM); 0.15% of 480,000 active; AID 1347041; in the data active = activity change below about -30%; inconclusive = mostly about -25% to -30%;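 also: plate controls were DMSO wells for no effect and wells without enzyme for full effect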
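Human LDH5 at 2 nM final in Tris HCl pH 7.4 with 0.06 mM NADH and 0.2 mM pyruvate, reacted 5 minutes at room temperature. Remaining NADH coupled via diaphorase/resazurin; resorufin fluorescence read at 0 and 20 minutes, normalized to enzyme-free and DMSO wells.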
Vif-APOBEC3F blk: inhibitors of Vif-A3F interaction | HeLa A3F-eYFP + Vif (tagged APOBEC3F with the HIV-1 protein that degrades it), YFP fluorescence increase | Potency, µM (doses to about 46.1 µM), for the others: at the highest dose activity, negative = active | 0.2% of 390,000 active | AID 602313; also: potency is read from the fitted curve at half-maximal effect; % of control where 0% means no effect; nearly all actives have a fitted effect of over 65% in size
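HeLa cells stably expressing A3F-eYFP plus Vif, plated and incubated overnight at 37 deg C, then exposed to compounds overnight at 37 deg C. Blocked degradation read as raised yellow fluorescence (Ex 488/Em 500-530).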
Vif-A3G inh: Vif-A3G binding inhibition; HeLa A3G-eYFP + Vif (tagged APOBEC3G with the HIV-1 protein that degrades it), YFP fluorescence, overnight; Q9HC16; AID 602310; 0.076% of 410,000 active; Potency, µM (series often up to 46.1 µM), inactives show at the top dose activity, negative = active, usual class: inhibitors;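 also: potency is read from the fitted curve at half-maximal effect; % is scaled to controls: 0 for no effect and ±100 for the full control effect; nearly all actives have a fitted effect of over 60% in size; hits raise eYFP signal because A3G escapes Vif-driven loss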
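Read-out is eYFP fluorescence (Ex 488/Em 500-530) from Vif-expressing HeLa A3G-eYFP cells; more signal means A3G escaped Vif-mediated degradation. Cells plated overnight, compound pinned in, incubated overnight at 37 deg C.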
D1 antag: human D1 dopamine receptor antagonism. 3.2% of 360,000 active. HEK293 TREx D1 cells, calcium flux, dopamine EC80; hits give low values. activity change, negative = inhibition, % at 10 µM; in the data active = activity change below about -30%; also: % is scaled to controls: 0 for no effect and ±100 for the full control effect
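Kinetic fluorescence of a calcium dye serves as the read-out. D1-expressing Hek293 Trex cells, induced overnight at 30 C, are exposed to compound for 180 s before an EC80 dopamine addition, then read 180 s further.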
D1 ag: human D1 receptor agonism | P21728 | HEK293 T-REx D1 cells, calcium flux, agonist mode | activation, % at 2 µM | 1% of 360,000 active; in the data active = activation above about 30%; also: 0% is about no effect
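Tetracycline-induced HEK293 TREx D1 cells, force-coupled to calcium signalling, were dye-loaded with a no-wash calcium kit. Compound was pin-added after a 10 s baseline. Fluorescence was read kinetically at 1 cycle/s for 180 s, with calcium rises flagged as agonism.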
Glioma ERSR ind: induces the endoplasmic reticulum stress response in human glioma cells; U87-MG GRP78 promoter luciferase reporter, 16 h; Potency, µM, without a hit: at the highest dose activation, hits mostly activators; 0.02% of 420,000 active; AID 602332; also: potency is read from the fitted curve at half-maximal effect; series mostly up to about 76 µM; % of control where 0% means no effect; nearly all actives have a fitted effect of over 35% in size
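Stably transfected U87-MG glioma cells carrying a GRP78-based luciferase sensor; 16 h compound incubation. Luminescence end-point read 10 min after Bright-Glo addition at room temperature.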
Numbers without * were called inactive; u = inconclusive; x = no result given; & = joins results of further samples. Unless noted, calls follow the shape of the dose curve; as a rule, active = well fitted curve in the direction sought with a large enough effect; inconclusive = small, poorly fitted or top-dose-only effect, or another doubt; inactive = no such curve, though single readings can be large; an effect the other way counts as inactive or inconclusive. These rows are one share of the data; count on the stated rates, not on these rows.

SMILES	RXFP1 ag	D2 potentiator	D1 PAM	LDHA inh	Vif-APOBEC3F blk	Vif-A3G inh	D1 antag	D1 ag	Glioma ERSR ind
CN(C)S(=O)(=O)CC12CCC(CC1=O)C2(C)C (centres undefined)	-0.9%	5	2	-11	7%	-2%	-5	3	-4%
COc1cc(C)ccc1OCCOc1cc(C)ccc1Cl	0.2%	-3	-7	-8	0%	-5%	8	20	-3%
Cc1cccc2cc(/C=N/NC(=O)CN3CCOCC3)c(Cl)nc12	2.7%	-1	-2	-6	6%	0%	5	1	-5%
Cc1cccc(C(=O)NCC(=O)OCCOc2ccccc2Cl)c1	1.1%	10	-7	-5	-9%	-6%	-6	4	-2%
Nc1cc(S(=O)(=O)N2CCCCC2)ccc1N1CCOCC1	0.8%	-3	-11	-1	11%	1%	-15	10	-3%
Cc1cccc(S(=O)(=O)c2cn(Cc3ccccc3)c3cc(N4CCCCC4)c(F)cc3c2=O)c1	5.4%	-9	-3	5	-7%	-3%	4	4	-4%
Nc1nnc(CC(=O)N/N=C/c2ccc(-c3ccc(F)cc3)o2)s1	-2.3%	-8	9	0	12%	-5%	4	1	0%
COCCn1c(SCC(=O)NC2CCCC2)nc2cccnc21	0.8%	3	-5	1	4%	0%	8	1	-4%
O=C(COC(=O)COc1cccc(C(F)(F)F)c1)NC1CCCC1	-1.3%	-7	2	-5	-14%	0%	-14	2	-5%
Cc1ccc(S(=O)(=O)Cc2ccc(C(=O)N3CCN(c4ccc(F)cc4)CC3)o2)cc1	-0.6%	-9	-4	-1	-7%	-21%	-6	1	-4%

The last 2 compounds of the section before lead into the next.
SMILES	RXFP1 ag	D2 potentiator	D1 PAM	LDHA inh	Vif-APOBEC3F blk	Vif-A3G inh	D1 antag	D1 ag	Glioma ERSR ind
O=C(COC(=O)COc1cccc(C(F)(F)F)c1)NC1CCCC1	-1.3%	-7	2	-5	-14%	0%	-14	2	-5%
Cc1ccc(S(=O)(=O)Cc2ccc(C(=O)N3CCN(c4ccc(F)cc4)CC3)o2)cc1	-0.6%	-9	-4	-1	-7%	-21%	-6	1	-4%
O=C(CSc1nnc(-c2ccncc2)n1Cc1ccccc1)Nc1nccs1	-0.2%	-2	-4	-17	-2%	2%	1	3	-1%
O=C(c1ccccc1F)N(NC(=O)C(O)(c1ccccc1)c1ccccc1)c1ccccc1	-1.4%	-1	-1	-6	-7%	1%	1	-1	-3%
O=C(O)c1cn(-c2ccccc2)c(=O)c2ccccc12	4.8%	x	0	-5	3%	0%	-6	2	-7%
Cc1cc(C(=O)N(Cc2nnc(-c3ccc(Cl)cc3)o2)C(C)C)c2ccccc2n1	-1.1%	11	-5	-7	3%	-5%	14	2	3%
COc1cc(C2C(C(C)=O)=C(O)C(=O)N2Cc2ccccc2)ccc1O (centres undefined)	3.0%	3	-5	3	1%	7%	-32*	2	-5%
CCC1C(=O)N=C(SCC(=O)Nc2ccc(C(=O)OC)cc2)NC1=O (centres undefined)	0.3%	-3	-1	0	6%	1%	6	6	-3%
COc1ccc(CNC(=O)CCC(=O)Nc2ccc(Cl)cc2)cc1	-1.2%	7	0	-3	1%	4%	7	2	0%
Cc1cc(=O)oc2cc(OCc3ccc(C(=O)OCC(=O)NC4CCS(=O)(=O)C4)cc3)ccc12 (centres undefined)	-1.3%	6	1	-2	-3%	1%	-6	2	2%
Cc1ccc(S(=O)(=O)N2CCCCC2)cc1NC(=O)c1cnccn1	0.6%	8	-1	-6	-11%	0%	-3	1	-1%
CCCCNC(=O)[C@@H](c1ccccc1)N1Cc2ccccc2C1=O	0.3%	5	-1	1	0%	2%	2	1	0%
COc1ccc([C@H]2C[C@H](n3cc(-c4ccc(F)cc4)nn3)[C@@H](O)CN2Cc2cccs2)cc1	x	x	x	-2	-4%	-3%	x	x	-3%
OC(COc1c(Cl)cc(Cl)cc1Cl)CN1CCCCC1 (centres undefined)	0.7%	-6	-2	0	2%	0%	6	4	-2%
CN(CC(=O)Nc1ccccc1Cl)C(=O)c1cccc(-n2cccc2)c1	1.6%	-11	10	-1	6%	0%	5	1	0%
Cn1c(=O)c(=O)n(C)c2cc(S(=O)(=O)N3CCN(c4ccccc4F)CC3)ccc21	-0.7%&-0.2%	8&3	-1&-19	0&-3	-2%&-24%	0%&-1%	-1&-8	-1&-1	-3%&-3%
Cc1[nH]c(=O)[nH]c(=O)c1/C=N\NC(=O)CCc1ccc(OC(C)C)cc1	0.2%	2	-3	x	x	x	4	4	x
Cc1c(N)cc(N)cc1C(=O)O	0.0%	24	1	29	-14%	2%	7	4	-2%
O=C(NCc1ccncc1)c1cccc(S(=O)(=O)Nc2ccc(SC(F)F)cc2)c1	1.5%	-8	-7	-3	4%	1%	-2	1	-4%
Cc1cc(-c2ccccc2)nc(N(C)NC(=O)c2c(F)cccc2F)c1S(C)(=O)=O	2.7%	10	-2	-3	7%	-6%	-29	2	-6%
O=C1C(Cl)=C(NCCN2CCOCC2)C(=O)c2ccccc21	1.8%	-7	-7	-14	4%	-4%	-6	1	-6%
Cc1ccc(/C(=N\S(=O)(=O)c2ccc(Br)cc2)Nc2ccccc2C)cc1	-4.1%	-8	-2	-8	-1%	-5%	1	3	-3%
CC(OC(=O)Cc1ccc(Br)cc1)C(=O)NC1CCCC1 (centres undefined)	x	x	x	-9	1%	-1%	x	x	-3%
Nc1cc(-c2ccccc2)n2c(n1)nc1ccccc12	6.3%	1	-4	-3	2%	0%	1	1	-4%
CCOC(=O)Cc1csc(NC(=O)CN(C)S(=O)(=O)c2ccc3c(c2)CCC(=O)N3)n1	-0.6%	43*	-2	-13	5%	1%	5	1	-2%
Cc1cc([N+](=O)[O-])nn1CC(=O)NCCc1c[nH]c2ccccc12	2.1%	-4	-2	-7	6%	-2%	-13	0	-3%
CCOC(=O)CC1C(=O)NCCN1C(=O)c1cc2c(=O)n3ccccc3nc2s1 (centres undefined)	u	4	-4	x	x	x	10	2	x
COc1ccc(Nc2nc(-c3sc(C)nc3C)cs2)c(OC)c1	2.4%	-7	-18	-2	-15%	-15%	-43*	2	-6%
C(=C\c1nnc2c3ccccc3ncn12)/c1ccccc1	0.4%	-22	2	-1	-11%	u	-10	1	2%
CC1CCCN(C(=O)c2cn(-c3ccccc3)nc2-c2cccnc2)C1 (centres undefined)	-1.0%	-5	-7	-1	0%	-6%	-2	0	-2%
COc1ccc2c(=O)c(C(=O)NCCc3ccccc3)c[nH]c2c1	-0.6%	2	-6	1	-2%	1%	-6	3	-1%
Cc1cccnc1NC(=O)CCNC(=O)c1ccc(Cl)cc1	-0.2%	-7	2	-15	1%	1%	1	3	0%
CCOC(=O)C1(Cc2ccccc2)CCN(Cc2cnn(-c3ccccc3)c2)CC1	-0.1%	-18	-6	-4	-4%	1%	4	1	-7%
Nc1c(C(=O)OCC(=O)Nc2ccc(Cl)cc2[N+](=O)[O-])[nH]c(=O)[nH]c1=O	1.6%	6	1	-3	-6%	4%	-2	0	-5%
CCN(C(=O)c1c(-c2ccccc2)noc1C)c1ccccc1	1.9%	5	1	-10	1%	1%	-1	0	-4%
C[C@H]1CN([C@@H](C)CO)C(=O)CCCn2cc(nn2)CO[C@@H]1CN(C)C(=O)Nc1cccc(C(F)(F)F)c1	x	x	x	-5	-3%	-1%	x	x	-4%
Cc1c(Nc2cc(N3CCOCC3)c3nonc3c2[N+](=O)[O-])c(=O)n(-c2ccccc2)n1C	2.9%	2	4	x	x	x	-10	3	x
CC(C)(C)c1ccc(S(=O)(=O)N2CCc3nc4ccccc4c(C(=O)O)c3C2)cc1	-0.1%	3	14	-3	3%	-2%	-2	2	-3%
COC(=O)C=C1CCC2C3CC(F)C4(O)CC(=O)CCC4(C)C3C(=O)CC12C (centres undefined)	x	x	x	-8	2%	-2%	x	x	-3%
CSCC(=O)N1CCC(n2nccc2NC(=O)CCc2ccccc2)CC1	2.3%	4	-2	-7	2%	2%	-1	2	-2%
COc1ccc(CCC(C)N2CCC(CO)(Cc3ccccc3)CC2)cc1 (centres undefined)	0.9%	-14	-5	-6	-2%	-11%	18	10	0%
ONC=Nc1cccc2nonc12	0.0%	-2	3	-2	4%	-1%	-1	3	-2%
O=C(Nc1ccc2c(c1)OCCO2)c1ccc2ccccc2n1	-0.7%	-5	3	-2	-3%	0%	-15	4	-6%
NC(=O)c1c(NC(=O)Cn2cc([N+](=O)[O-])cn2)sc2c1CCCC2	0.8%	4	-4	-7	12%	-1%	3	1	-5%
CCn1nc(C)cc1C(=O)Sc1ccc(C)cc1	0.2%	19	-1	-5	-3%	-12%	5	2	2%
O=C(CN1C(=O)CCS(=O)(=O)c2ccccc21)NCc1ccccc1	-1.3%	-6	0	-4	0%	2%	-9	1	-4%
COc1ccc(CCNC(=O)COC(=O)c2cc3ccccc3oc2=O)cc1OC	x	x	x	3	-6%	4%	x	x	-3%
CCCCC(C(=O)O)C(C)CC(=O)Nc1ccn(-c2ccccc2)n1 (centres undefined)	-0.9%	5	-4	-3	-2%	1%	-59*	2	-2%
CC1(C)OC(C)(C)/C(=C/Nc2ccc(O)cc2)C1=O	-0.6%	17	4	29	4%	-1%	2	6	-2%
CCn1c(CNC(=O)C23CC4CC(CC(C4)C2)C3)nnc1SCC(=O)Nc1nnc(C)s1	2.2%	43*	x	-5	5%	2%	-11	1	-2%
CC(=O)OCCNc1cc(SCc2ccco2)c2nonc2c1[N+](=O)[O-]	-0.5%	x	1	15	-10%	-22%	2	0	-15%
CN(C)CC(C)(C)CNC(=S)Nc1ccc(S(=O)(=O)N2CCOCC2)cc1	2.6%	-1	5	0	0%	-7%	-16	2	-8%
CCOc1cc(C(=O)Nc2cc(OC)cc(OC)c2)ccc1OCC(=O)N1CCOCC1	-2.5%	3	-6	0	-6%	-2%	-6	4	-3%
COc1ccc(-n2c(SCc3ccc(C#N)cc3)nnc2-c2ccccn2)cc1	1.6%	18	-3	-1	3%	1%	30	0	-2%

Compound activity as filed in PubChem.
